Screening data from PubChem BioAssay.
NFkB transloc inh – blocks IL-1B driven NFkB nuclear translocation in HUVEC cells; inhibition, % at 2 µM; 94,000 tested, 0.43% active; AID 796; HUVEC IL-1B NFkB p65 nuclear translocation imaging;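 active = inhibition above about 30% together with a positive call from visual inspection of the well image, limit read from the data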;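 also: nuclear over cytoplasmic p65 intensity ratio measured by imaging; 0% = IL-1B stimulated DMSO wells and 100% = unstimulated DMSO wells; values of inactives mirror those of a sister screen read the other way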
NFkB transloc pot – enhances IL-1B driven NFkB nuclear translocation; HUVEC IL-1B NFkB p65 nuclear translocation imaging; activation, % at 2 µM; 94,000 tested, 0.3% active; AID 819;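 active = activation above 40%, about the mean plus 3 SD, also judged a hit on visual image review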;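 also: percent activation is computed from the nuclear over cytoplasmic p65 intensity ratio; values of inactives mirror those of a sister screen read the other way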
Bcl-B displacement – displacers of TR3 peptide from Bcl-B, primary screen, selectivity assay for Bfl-1 inhibitor project, biochemical, fluorescence polarization; FP displacement of FITC-TR3 peptide from Bcl-B; higher % means a stronger effect; 96,000 tested, 0.11% active; AID 748; displacement, % at 20 µM; hits with a dose series show IC50 in µM;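 active = displacement above 50% at 20 µM plus a fluorescence interference ratio under 1.5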;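 also: plate controls were wells without compound for no effect and wells lacking Bcl-B protein for full effect; a part of the inactive calls stands beside numbers as strong as those of hits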
PLAP inhibitors HTS – PLAP enzyme inhibitors, biochemical, luminescence, HTS (AID 690). one-dose inhibition, % at 20 µM; IC50 in µM for titrated hits. purified PLAP, luminescent substrate; higher % means a stronger effect. 96,000 tested, 0.08% active; in the data active = a potency from the dose series; inactive = the rest, 99 in 100 with inhibition below about 30%; also: strong numbers were not always called active
MRP reversal – MRP-mediated drug resistance reversal. H69AR cells + 2 uM doxorubicin, CellTiter-Glo, 72 h. differential viability (reversal), % at 10 µM. 85,000 tested, 0.04% active. AID 602;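 active = viability drop by adding the cancer drug above about 55%, with treated viability meeting a 40% cutoff, limit read from the data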;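 also: viability without doxorubicin minus viability with 2 µM doxorubicin for each compound; larger differential means the compound sensitizes cells more to doxorubicin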
MRP reversal cytotoxicity – further read-out of MRP reversal, marked with its call; viability, %; H69AR cells, CellTiter-Glo, 72 h; measured here: cytotoxicity without doxorubicin
MRP reversal with doxorubicin – further read-out of MRP reversal, marked with its call; viability, %; measured here: viability with 2 uM doxorubicin; hits give low values
NFkB transloc inh cell count 2 µM – further read-out of NFkB transloc inh, marked with its call; cell count; measured here: cells passing quality filter;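 raw number of nuclei counted in each imaged well without normalization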
NFkB transloc pot cell count 2 µM – second read-out of NFkB transloc pot, no call of its own (marks repeat the call); cell count; measured here: cells passing quality filter
An asterisk follows results filed as active; nt = not tested or not shown. This is a subset; the hit share may differ from the screen's.

Each structure is followed by: NFkB transloc inh	NFkB transloc inh cell count 2 µM	NFkB transloc pot	NFkB transloc pot cell count 2 µM	Bcl-B displacement	PLAP inhibitors HTS	MRP reversal	MRP reversal cytotoxicity	MRP reversal with doxorubicin
> CCSc1nnc(NC(=O)CSc2nnc(-c3c[nH]c4ccccc34)n2CC)s1
→ -21	199	21	199	-2%	-31%	-16	50	66
> Cc1nc2sc(C(c3ccc(Br)cc3)N3CC(C)OC(C)C3)c(O)n2n1 (configuration not stated)
→ 25	118	-25	118	-12%	-45%	-9	106	115
> COc1ccc(OC)c(-n2c(O)cnc2Nc2nc(C)cc(C)n2)c1
→ 4	101	-4	101	-11%	-13%	-1	85	85
> Cc1ccc(NC(=O)CN2CCN(c3ccccn3)CC2)c(Cl)c1
→ -15	164	15	164	0%	-14%	14	95	82
> C=C(C)COc1ccc(-c2ncncc2Oc2ccc(OC)cc2)c(O)c1
→ -33	131	33	131	-10%	-2%	-24	48	72
> Cc1nc(SCC(=O)Nc2ccc3c(c2)OCCO3)c2oc3ccccc3c2n1
→ 14	159	-14	159	-2%	-22%	-26	63	90
> CCC(=NCc1ccccc1)c1c(C(F)(F)F)[nH]n(-c2nc3ccccc3s2)c1=O
→ -15	151	15	151	-12%	-67%	21	91	70
> CC(=O)NCC(=O)NC1(C(=O)NC2CCCC2)CCCCC1
→ nt	nt	nt	nt	-11%	9%	-4	107	111
> COCC(C)NC(C(=O)Nc1ccc(C)c(Cl)c1)c1ccccc1 (configuration not stated)
→ 4	163	-4	163	-3%	-66%	nt	nt	nt
> Cc1ccc(N2C(N)=C(C#N)C(c3cccs3)C3=C2CC(C)(C)CC3=O)cc1 (configuration not stated)
→ -20	80	20	80	-4%	11%	0	42	42
> CCCC(=O)Nc1sc2c(c1C(=O)OC)C(C(=O)OC)CC2 (configuration not stated)
→ 7	81	-7	81	nt	nt	-11	65	76
> O=C(CSc1nnc(Cn2nnc(-c3ccccc3)n2)n1-c1ccccc1)Nc1ccc(F)cc1
→ 99*	12*	-99	12	13%	16%	-3	65	68
> CC(C)NC(=O)c1cc2cc(Br)ccc2oc1=O
→ -13	86	13	86	-15%	-61%	9	91	82
> COCCCNC(=O)Nc1ccc(Br)cc1Cl
→ -12	124	12	124	-5%	0%	1	98	98
> Cc1nc(Nc2cccc(C(F)(F)F)c2)nc2c1C(=O)CC(C)C2 (configuration not stated)
→ -6	140	6	140	-2%	16%	nt	nt	nt
> CCCC(C)c1nnc(NC(=O)c2cc(C(=O)OC)cc([N+](=O)[O-])c2)s1 (configuration not stated)
→ -9	164	2	123	4%	-9%	nt	nt	nt
> C=CCC1c2cccc(C(=O)O)c2C(=O)N1c1ccc(Cl)cc1 (configuration not stated)
→ 12	185	-12	185	10%	-12%	2	95	93
> CC(C)OCCCNC(=O)C1CCN(S(=O)(=O)N2CCCCC2)CC1
→ 5	91	-5	91	-1%	4%	-2	94	96
> CC(=O)c1ccc(NC(=O)C(C)Sc2nnnn2C)cc1 (configuration not stated)
→ -19	177	19	177	-5%	22%	-3	97	100
> COc1ccc(-n2c(Cc3cccn3C)nnc2SCC(=O)Nc2ccccc2)cc1
→ 12	84	-12	84	-3%	-42%	3	78	76

Part of the list above in order of molar mass, rising:
Each structure is followed by: NFkB transloc inh	NFkB transloc inh cell count 2 µM	NFkB transloc pot	NFkB transloc pot cell count 2 µM	Bcl-B displacement	PLAP inhibitors HTS	MRP reversal	MRP reversal cytotoxicity	MRP reversal with doxorubicin
> Cc1nc(Nc2cccc(C(F)(F)F)c2)nc2c1C(=O)CC(C)C2 (configuration not stated)
→ -6	140	6	140	-2%	16%	nt	nt	nt
> Cc1ccc(N2C(N)=C(C#N)C(c3cccs3)C3=C2CC(C)(C)CC3=O)cc1 (configuration not stated)
→ -20	80	20	80	-4%	11%	0	42	42
> CCSc1nnc(NC(=O)CSc2nnc(-c3c[nH]c4ccccc34)n2CC)s1
→ -21	199	21	199	-2%	-31%	-16	50	66

Later entries:
Each structure is followed by: NFkB transloc inh	NFkB transloc inh cell count 2 µM	NFkB transloc pot	NFkB transloc pot cell count 2 µM	Bcl-B displacement	PLAP inhibitors HTS	MRP reversal	MRP reversal cytotoxicity	MRP reversal with doxorubicin
> COc1ccc(Oc2nc(C)nc3c2oc2ccccc23)cc1
→ -11	121	11	121	8%	-24%	-10	87	97
> Cc1noc(C)c1CSc1ccc(Br)cc1
→ -9	159	9	159	10%	-8%	nt	nt	nt
> CCc1nc(SCC(=O)NCc2ccco2)c2c3c(sc2n1)CCCC3
→ 9	175	-9	175	-4%	-3%	-17	57	74
> C/C(=N\O)C(=O)OC1CC(C)CCC1C(C)C (configuration not stated)
→ 11	201	-11	201	-14%	5%	-17	79	97
> O=C(CSCC(=O)N1CCCCC1)Nc1nc(-c2ccc(Cl)s2)cs1
→ -5	53	5	53	8%	-26%	-6	81	87
> CCOC(=O)CNC(=O)c1cccnc1
→ -10	150	10	150	-9%	-7%	4	94	89
> Cc1csc(NC(=O)c2ccccc2[N+](=O)[O-])n1
→ -4	162	4	162	-1%	8%	nt	nt	nt
> CN1C(=O)CSc2ccc(NC(=O)N3CCC(N4CCCCC4)CC3)cc21
→ -12	207	12	207	42%	-14%	4	90	86
> O=c1ccnc(S/C=C/c2ccccc2)[nH]1
→ -16	180	16	180	1%	-20%	3	86	83
> COc1ccc(/C(O)=C2/C(=O)C(=O)N(c3nc(C)c(C)s3)C2c2ccco2)cc1 (configuration not stated)
→ -19	153	19	153	6%	-42%	-17	64	81
> Cc1nc(-c2cccc(NS(=O)(=O)c3ccc4ccccc4c3)c2)cs1
→ 16	156	-16	156	-2%	-33%	-4	83	88
> Cc1cc(/C=N/n2cnnc2)c(C)n1-c1ccc(Cl)cc1Cl
→ 3	130	-3	130	-4%	-53%	12	86	74
> O=C(COc1ccc(S(=O)(=O)NC2CCCCC2)cc1Cl)NCC1CCCO1 (configuration not stated)
→ -4	123	4	123	-16%	-65%	-4	91	95
> Cc1c(C(=O)O)sc2nc3n(c(=O)c12)CCC(C)CC3 (configuration not stated)
→ -5	92	5	92	nt	nt	-5	56	61
> C=CCN(CC=C)S(=O)(=O)c1ccc(NC(=S)NC(=O)c2ccc(-c3ccccc3)cc2)cc1
→ -6	186	7	186	-7%	-21%	nt	nt	nt
> CCOc1ccccc1N(CC(=O)NCc1ccc(OC)cc1)S(C)(=O)=O
→ 0	104	-1	104	7%	-64%	14	90	76
> CC1=C(C(=O)Nc2ccccc2)C(c2ccccn2)n2nc(CCCO)nc2N1 (configuration not stated)
→ nt	nt	nt	nt	0%	-16%	-5	93	98
> Cc1cccc(/C=c2\s/c(=C\C(=O)C(C)(C)C)[nH]c2=O)c1
→ -1	141	1	141	-6%	-8%	-8	7	15
> CCCC(c1nnnn1Cc1ccco1)N1CCC(C(N)=O)CC1 (configuration not stated)
→ -15	184	15	184	-9%	-10%	6	78	72
> c1cncc(-c2nn[nH]n2)c1
→ -4	119	4	119	-18%	10%	0	89	89
> CC(C)Cc1nc(N2CCN(C(=O)c3ccco3)CC2)c(C#N)c2c1CCC2
→ -23	199	23	199	6%	-66%	3	94	90
> CN1CCN(S(=O)(=O)c2cccc(S(=O)(=O)c3ccc(Cl)cc3)c2)CC1
→ 2	138	-2	138	-4%	-54%	10	99	89
> Cc1cccc(OCc2nnc(SCC(=O)OC3CCCCC3)o2)c1
→ nt	nt	nt	nt	0%	10%	4	98	94
> O=C(COC(=O)c1ccc(Br)o1)NCC1CCCO1 (configuration not stated)
→ 1	183	-1	183	-8%	25%	nt	nt	nt
> Cc1onc(-c2c(Cl)cccc2Cl)c1C(=O)N1C=CC(C(F)(F)F)=NCC1
→ nt	nt	nt	nt	0%	-9%	nt	nt	nt
> O=C(NC(Cc1ccccc1)C(=O)O)c1ccc(S(=O)(=O)N2CCCCC2)cc1 (configuration not stated)
→ 2	151	-2	151	-10%	-50%	6	96	90
> Cc1nc(N2CCC(C(N)=O)CC2)c2nnn(Cc3ccccc3)c2n1
→ nt	nt	nt	nt	-6%	5%	0	91	91
> O=C(NC1CC1)c1ccc(S(=O)(=O)NC2CCCCCC2)cc1
→ 0	207	0	207	1%	24%	7	109	103
> CCCOC(=O)c1ccc(Oc2c(-c3ccc(O)cc3O)n[nH]c2C)cc1
→ 1	79	-1	79	-1%	-84%	-3	59	62
> Oc1ccc(N2CCN(C(c3ccccn3)c3nnnn3C3CCCC3)CC2)cc1 (configuration not stated)
→ -6	120	6	120	nt	nt	2	95	93
> O=C1NN(c2ccccc2)C(=O)/C1=C\c1ccccc1OCC(=O)N1CCOCC1
→ -3	167	3	167	2%	0%	nt	nt	nt
> Cc1ccc2nc(NC(=O)CSCc3ccccc3)sc2c1
→ 13	65	-13	65	-8%	25%	10	97	87
> CC(=O)CC(=O)NC(=NC1CCCCC1)Nc1nc(C)cc(C)n1
→ -16	109	16	109	0%	0%	9	44	34
> O=C(Cc1ccccc1)NC(Nc1cccc2ccccc12)C(Cl)(Cl)Cl (configuration not stated)
→ 1	169	-1	169	2%	-2%	nt	nt	nt
> COc1ccc(OC)c(C2C3CN(C(C)C)CC=C3C(C#N)=C(N)C2(C#N)C#N)c1 (configuration not stated)
→ -3	131	3	131	-41%	-48%	33	55	22
> CCOc1c(Cl)cc(C(=O)Nc2ccccc2C(=O)O)cc1Cl
→ -3	68	3	68	9%	-26%	nt	nt	nt
> CCOc1ccccc1C1C(C(N)=O)=C(C)Nc2nc(CCCO)nn21 (configuration not stated)
→ -13	179	13	179	5%	-2%	0	95	95
> Cn1cccc1Cc1nnc(SCC(=O)NCc2ccccc2)n1-c1ccc(F)cc1
→ -6	200	6	200	10%	-40%	-4	94	98
> O=C(c1ccco1)N1CCN(c2cccc(Cl)c2)CC1
→ 5	131	-5	131	5%	17%	-5	84	89
> O=S(=O)(c1ccc(N2CCN(CCO)CC2)nc1)N1CCCCC1
→ -1	128	1	128	nt	nt	7	92	85
> CN(C)c1nc(NCc2ccccc2)nc(Oc2ccc(=O)[nH]n2)n1
→ -14	179	14	179	-6%	-9%	16	91	75
> Cc1[nH]c2ccc(-c3nnc(SCC(=O)NCc4ccco4)n3Cc3ccccc3)cc2c1C
→ -20	53	20	53	-13%	-108%	-23	60	83
> CCOC(=O)CN(C(=O)Cn1nnc(-c2ccc(C)cc2)n1)C(CC)C(=O)NC1CCCC1 (configuration not stated)
→ -11	172	11	172	-3%	-56%	1	97	95
> O=C(NCC1CCCO1)c1cc(-c2ccncc2)nc2ccc(S(=O)(=O)N3CCOCC3)cc12 (configuration not stated)
→ -6	107	6	107	-2%	3%	-7	89	96
> CCOC(=O)C1=C(O)/C(=C\c2ccc(CNC(=O)C(=O)Nc3ccccc3)o2)N=C1C
→ -21	116	21	116	26%	-29%	-28	36	64
> Cc1ccnc2nc(C(=O)NCCc3ccc(F)cc3)nn12
→ -12	153	12	153	0%	-23%	3	101	98
> Cc1cc(C)cc(OCC(=O)Nc2ccccc2C(=O)NCc2ccco2)c1
→ 5	158	-5	158	-23%	20%	13	75	62
> CCn1c(CNC(C)=O)nnc1SCC(=O)c1ccc(Br)cc1
→ -8	136	8	136	-4%	20%	-6	76	82
> N#Cc1cn(CCOc2ccc(F)cc2)c2ccccc12
→ -12	103	12	103	nt	nt	-11	74	85
> CCOc1ccccc1N1CCN(C2=C(NS(=O)(=O)c3cccs3)C(=O)c3ccccc3C2=O)CC1
→ 8	226	-8	226	11%	-51%	-17	67	84

Other records follow.
Each structure is followed by: NFkB transloc inh	NFkB transloc inh cell count 2 µM	NFkB transloc pot	NFkB transloc pot cell count 2 µM	Bcl-B displacement	PLAP inhibitors HTS	MRP reversal	MRP reversal cytotoxicity	MRP reversal with doxorubicin
> COc1cc(NC(=O)c2cccs2)c(C(=O)OCC(=O)NCc2ccccc2)cc1OC
→ -4	49	4	49	-8%	0%	-3	7	9
> CC(=O)/C=C(\C)Nc1ccc(-c2cnc(-c3ccccc3)o2)cc1
→ 0	120	0	120	5%	-9%	-7	67	74
> O=C1COc2ccc(C(=O)NCc3ccc4c(c3)OCO4)cc2N1
→ -7	165	7	165	-4%	28%	2	104	102
> O=C(OCC(=O)N(C1CCCCC1)C1CCCCC1)c1ccco1
→ -4	187	4	187	-20%	2%	11	81	70
